Tn7 DDE FP: disrupts Tn7 cyclic peptide binding to fibrin D-Dimer-E complex; actives 0.13% (n = 370,000); P02675; FP displacement of FITC-Tn7 peptide from fibrin DD(E); 0% = median of compound wells per plate; inhibition, % at 8.3 µM; AID 720508;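 active means inhibition above the mean of compounds falling within the control limits plus 3 SD of them, cut at about 14% in these data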;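 further: 0% = plate median of compound wells and 100% = 10 µM Aha-Tn7 peptide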
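Test system – human fibrin DD(E) · Times – 10 min preincubation, 3 h with tracer, room temperature · Detection – fluorescence polarization of the labelled Tn7 tracer · Measure – percent inhibition normalized to high-control wells · Benchmarks – high control wells with 10 µM unlabelled Aha-Tn7 peptide (full inhibition) · Repeats – singlicate testing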
ADAM10 inh: ADAM10 inhibition, QFRET primary screen. O14672. recombinant ADAM10, EDANS/DABCYL FRET peptide cleavage, 3 h. inhibition, % at 7 µM. actives 0.62% (n = 370,000). AID 720582;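 active means inhibition above a per-campaign cutoff equal to the mean of compounds falling between control-based bounds plus 3 SD, cut at about 20% in these data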;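 further: 0% = DMSO wells while the 100% control is not disclosed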
Target sequence (O14672 214-748 limits assumed): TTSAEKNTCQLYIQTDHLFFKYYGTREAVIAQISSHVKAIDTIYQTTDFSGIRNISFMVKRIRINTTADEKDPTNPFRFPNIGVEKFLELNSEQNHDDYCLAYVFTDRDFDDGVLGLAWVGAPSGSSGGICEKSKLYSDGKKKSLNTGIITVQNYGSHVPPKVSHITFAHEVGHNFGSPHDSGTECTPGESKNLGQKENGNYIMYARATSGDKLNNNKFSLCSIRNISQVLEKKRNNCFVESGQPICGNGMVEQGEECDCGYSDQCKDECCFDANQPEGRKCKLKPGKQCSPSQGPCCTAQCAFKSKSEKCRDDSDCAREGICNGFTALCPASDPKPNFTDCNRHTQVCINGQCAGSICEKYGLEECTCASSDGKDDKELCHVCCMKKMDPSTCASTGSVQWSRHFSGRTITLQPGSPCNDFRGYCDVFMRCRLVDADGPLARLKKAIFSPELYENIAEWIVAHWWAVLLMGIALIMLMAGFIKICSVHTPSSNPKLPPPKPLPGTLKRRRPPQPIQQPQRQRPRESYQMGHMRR
PLC-gamma1 inh: PLC-gamma1 (human) inhibition, primary screen. actives 0.84% (n = 370,000). purified PLC-gamma1, fluorogenic substrate, fluorescence. inhibition, % at 12.2 µM. P19174. AID 720700; in the data active means inhibition above about 9.5%
ASAP1 inh: ASAP1 ArfGAP inhibition; inhibition, % at 16.5 µM; actives 0.19% (n = 360,000); ASAP1-stimulated ARF1 GTP hydrolysis, GDP FP detection; Q9ULH1; AID 624377; in the data active means inhibition above about 25%;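 further: 0% = vehicle with enzyme and substrate and 100% = no enzyme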
proKLK7 act: activates the human kallikrein-7 zymogen | purified proKLK7, EDANS-DABCYL substrate fluorescence; 100% is mature enzyme control, 0% vehicle | activation, % at 7 µM | actives 0.9% (n = 370,000);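 active means activation above the mean of all tested compounds plus 3 SD, computed per campaign excluding outliers beyond control limits, cut at about 13% in these data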
Target sequence (P49862 whole entry, looked up): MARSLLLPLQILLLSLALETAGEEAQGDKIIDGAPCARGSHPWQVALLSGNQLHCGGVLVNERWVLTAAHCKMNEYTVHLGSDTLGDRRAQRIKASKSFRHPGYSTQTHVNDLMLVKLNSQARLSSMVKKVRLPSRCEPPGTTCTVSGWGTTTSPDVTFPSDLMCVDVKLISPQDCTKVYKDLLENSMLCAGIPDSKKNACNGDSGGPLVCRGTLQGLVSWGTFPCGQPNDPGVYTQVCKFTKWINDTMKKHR
ARFGAP1 inh: inhibits rat ARF GTPase activating protein 1; Q62848; Arfgap1-stimulated ARF1 GTP hydrolysis, GDP FP detection; inhibition, % at 16.5 µM; actives 0.26% (n = 360,000); AID 651572;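 active means inhibition above a per-plate limit, mean inhibition of low control wells plus 3 SD, cut at about 25% in these data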;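 further: 0% = DMSO wells with enzyme and 100% = wells lacking Arfgap1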
Target sequence (Q62848 1-136 limits assumed): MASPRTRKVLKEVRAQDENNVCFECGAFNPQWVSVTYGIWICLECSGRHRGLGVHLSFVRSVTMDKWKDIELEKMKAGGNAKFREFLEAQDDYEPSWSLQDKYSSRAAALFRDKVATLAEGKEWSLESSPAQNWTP
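System: truncated rat Arfgap1 GAP domain / Benchmarks: high control wells lacking Arfgap1, low control full reaction with DMSO / Times: compound-enzyme preincubation 20 min, reaction 120 min, detection 60 min, 25 °C / Repeats: one replicate per compound / Also added: human ARF1(Δ1-17)-GTP substrate / Measured by: Tracer-displacement fluorescence polarization with EDTA stop, 620/688 nm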
LEDGF integ inh: blocks HIV-1 LEDGF/p75-dependent DNA integration | inhibition, % at 3.7 µM | actives 0.64% (n = 370,000) | AID 743269 | TR-FRET IN-LEDGF/p75 DNA integration, Eu/Cy5;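 active means inhibition above the screen-wide mean plus 3 SD, cut at about 13% in these data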;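 further: signal is the Cy5 over europium emission ratio at 671 and 618 nm; 0% = plate median of compound wells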
ADAM17 inh: inhibits human ADAM17; recombinant ADAM17, EDANS/DABCYL FRET peptide cleavage; inhibition, % at 6.95 µM; actives 0.83% (n = 370,000);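 active means inhibition above the mean of compounds lying between control limits plus 3 SD, set per campaign, cut at about 8.5% in these data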;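 further: 0% = DMSO-only wells as the low control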
Tn6 DDE FP: disrupts Tn6 cyclic peptide binding to fibrin D-Dimer-E complex; actives 0.21% (n = 370,000); AID 720509; Fibrin DD(E) TRITC-Tn6 fluorescence polarization displacement; inhibition, % at 8.3 µM;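 active means inhibition above a per-campaign cutoff: mean of compounds within control limits plus 3 SD, cut at about 15% in these data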;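 further: 0% = median of all compound wells on the plate and 100% = blocking peptide control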
TDP2 absorb: blocks human TDP2 phosphodiesterase activity; AID 720702; actives 0.34% (n = 370,000); recombinant TDP2, T5PNP hydrolysis, p-nitrophenol absorbance 415 nm; inhibition, % at 12.8 µM;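 active means inhibition above the mean of all tested compounds plus 3 SD, set per campaign, cut at about 25% in these data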;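 further: 0% = DMSO with enzyme and 100% = buffer with substrate but no TDP2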
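Test system: human TDP2 enzyme; Input: 120 nM TDP2 per well; Buffer or medium: Mg2+-containing Tris-HCl buffer, pH 7.5; Reagent: 5 mM T5PNP; Dosing: 12.8 µM single point, 1% DMSO; Incubation: reaction 2 h, 37 °C; Detection: p-Nitrophenol epi absorbance; Read-out: % inhibition relative to enzyme-containing and enzyme-free wells; Replicates: single well per compound.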
* hit, by the source's call; nt = no result given.

SMILES	Tn7 DDE FP	ADAM10 inh	PLC-gamma1 inh	ASAP1 inh	proKLK7 act	ARFGAP1 inh	LEDGF integ inh	ADAM17 inh	Tn6 DDE FP	TDP2 absorb
CCN(CC)S(=O)(=O)c1ccc(NC(=O)C2CC(=O)N(c3ccc4c(c3)OCCO4)C2)cc1 (configuration not stated)	9	-6	-5	11	-0.3	2	-4	-6	-7	-2
C=CCn1c(SCC(=O)Nc2c(C)n(C)n(-c3ccccc3)c2=O)nc2ccccc2c1=O	3	-11	1	3	0.2	-2	3	1	-4	-8
CC(C)COC(=O)N(C)C[C@@H]1OCc2cnnn2CCCC(=O)N([C@H](C)CO)C[C@H]1C	2	-19	0	13	0.1	16	-1	-1	-7	-7
O=C(COC(=O)c1ccc([N+](=O)[O-])cc1)NC1CCCC1	-3	4	0	0	0.4	7	5	-4	-9	-5
O=C1Cc2ccccc2C(c2ccc(Cl)cc2)N1 (configuration not stated)	0	2	2	1	-0.1	-6	1	-2	2	-3
Cc1cccc(CNc2ccc(S(=O)(=O)N3CCCCC3)cc2)c1	-5	12	-1	5	0.9	20	4	8	-2	-15
C(=NN1CCCCCC1)c1cccc2ccccc12	7	-2	-2	-11	-1.0	-12	0	-6	5	6
Cc1sc2nc(C3CC3)nc(NCCNS(=O)(=O)c3ccccc3)c2c1C	-5	3	9.6*	10	-0.8	-8	4	6	-5	-10
COc1ccc(C(=O)COC(=O)CN2C(=O)C3CC=CCC3C2=O)c(OC)c1 (configuration not stated)	-2	-11	-6	0	-0.3	-9	-3	-4	4	0
OC(CNCc1ccc(Cl)c(Cl)c1)c1ccccc1 (configuration not stated)	-8	2	0	8	0.0	7	2	-2	-3	-1
O=C(CSc1ccc(F)cc1)NC1CCCCC1	-3	-1	-2	-2	0.0	6	0	-1	4	6
Cc1ccc(C(C)(C)C)cc1S(=O)(=O)Nc1nc2ccccc2nc1Cl	3	-19	-16	-13	0.4	-4	7	-12	0	-4
CCOC(=O)CC(NC(=O)c1ccco1)c1ccccc1Cl (configuration not stated)	5	-6	3	10	0.6	5	-2	-4	7	0
Cc1c(C(=O)NCc2ccc(Cl)c(Cl)c2)sc(=O)n1Cc1ccc(S(C)(=O)=O)cc1	7	14	0	5	0.4	3	-1	5	5	-3
CC(=O)N1CCN(C(=S)NC(=O)c2ccc(S(=O)(=O)N3CCOCC3)cc2)CC1	-7	1	0	-7	-0.1	11	0	-3	5	5
CCCCN(C)C(=O)c1nc2ccccn2c1CN1CCN(C/C=C/c2ccccc2)CC1	4	-3	-2	0	0.3	-7	-4	-2	12	-5
CC(NC(=O)Nc1ccccn1)N1C(=O)C2C3C=CC(C3)C2C1=O (configuration not stated)	-6	-13	-1	-7	0.5	4	0	-2	2	0
O=C(N1CCN(c2ccc(F)cc2)CC1)C1(c2cccs2)CCOCC1	6	-1	2	-10	-0.1	6	0	-4	-4	6
CCCCNc1nc2c(c(=O)[nH]c(=O)n2C)n1CCCc1ccccc1	-7	0	0	-9	0.1	4	1	-2	-1	3
Cc1ccc(S(=O)(=O)N(Cc2cccc(Cl)c2)C(=O)N2CCN(C)CC2)cc1	6	-9	1	5	-0.3	-2	-1	3	1	-1
CC(C)C(=O)N=C1SC2CS(=O)(=O)CC2N1Cc1ccc(Cl)cc1 (configuration not stated)	-8	-2	-1	-1	0.2	5	0	-3	0	-3
NC(=O)N\N=C/C=C/C=C/c1ccc(F)cc1	2	4	4	8	1.0	6	5	4	-2	-2
Cc1cc(=O)n(-c2ccc(C(=O)O)cc2)[nH]1	3	7	3	5	0.3	28*	-2	4	-2	22
CCOC(=O)CNC(=O)N1CCCC(CNS(=O)(=O)Cc2ccccc2)C1 (configuration not stated)	5	-3	3	-7	0.1	0	7	-1	-1	3
COc1ccc(Oc2c(Cl)cnn(-c3ccc(C)cc3)c2=O)cc1	-4	-5	-5	-14	0.7	4	0	-5	-1	-2

Arranged by formula weight (low to high): some entries from above
SMILES	Tn7 DDE FP	ADAM10 inh	PLC-gamma1 inh	ASAP1 inh	proKLK7 act	ARFGAP1 inh	LEDGF integ inh	ADAM17 inh	Tn6 DDE FP	TDP2 absorb
CCOC(=O)CC(NC(=O)c1ccco1)c1ccccc1Cl (configuration not stated)	5	-6	3	10	0.6	5	-2	-4	7	0
COc1ccc(C(=O)COC(=O)CN2C(=O)C3CC=CCC3C2=O)c(OC)c1 (configuration not stated)	-2	-11	-6	0	-0.3	-9	-3	-4	4	0
C=CCn1c(SCC(=O)Nc2c(C)n(C)n(-c3ccccc3)c2=O)nc2ccccc2c1=O	3	-11	1	3	0.2	-2	3	1	-4	-8
CCN(CC)S(=O)(=O)c1ccc(NC(=O)C2CC(=O)N(c3ccc4c(c3)OCCO4)C2)cc1 (configuration not stated)	9	-6	-5	11	-0.3	2	-4	-6	-7	-2

More structures follow.
SMILES	Tn7 DDE FP	ADAM10 inh	PLC-gamma1 inh	ASAP1 inh	proKLK7 act	ARFGAP1 inh	LEDGF integ inh	ADAM17 inh	Tn6 DDE FP	TDP2 absorb
O=C(COC(=O)C12CC3CC(CC(O)(C3)C1)C2)NC(=O)NCc1ccco1	1	6	4	9	0.3	12	8	2	0	2
CC(C)n1nnnc1C1c2ccccc2C(=O)N1C1CC1 (configuration not stated)	-5	-19	0	10	-0.9	2	-4	2	7	3
CNc1cc([N+](=O)[O-])ccc1OCc1ccccc1	-2	1	1	4	-0.2	12	4	4	-3	2
CCn1ncc(/C=N\NC(=O)COc2ccccc2)c1C	-5	-1	-2	9	-0.2	-4	0	-3	3	1
CCC(C)NCCOCCOc1ccc(Cl)cc1Br (configuration not stated)	9	-3	-1	8	0.3	4	-1	-5	6	16
COC1C(CO)OC(n2c3c(Cl)cccc3c3c4c(c5c6cccc(Cl)c6[nH]c5c32)C(=O)NC4=O)C(O)C1O (configuration not stated)	-3	-13	-109	-2	1.9	1	0	-1	5	-9
O=c1[nH]c(C2CCN(S(=O)(=O)Cc3ccccc3)CC2)nc2c1nnn2Cc1cccc(Cl)c1	-1	7	0	4	-0.1	4	0	-2	-3	5
Cc1ccc(C(=O)NCc2ccc(N3CCN(C)CC3)cc2)cc1C	-4	8	5	-11	-0.2	-1	2	4	-11	-14
Fc1ccccc1-c1nc(-c2ccc(Cl)cc2)no1	1	-1	0	12	0.1	3	-2	0	-6	0
Cn1ncc(Br)c1C(=O)Nc1cccc(C(F)(F)F)c1	-1	11	3	-11	0.1	-4	0	1	-2	-8
CN(Cc1ccco1)C(=O)C1CCN(c2nnc(-n3cccc3)s2)CC1	4	-2	2	-5	0.1	-4	-2	4	5	2
Cc1nn(-c2ccccc2)c(Cl)c1C(=O)OCC(=O)NCCc1ccccc1	4	4	-5	-13	-0.7	-6	0	1	9	-13
CCOC(=O)c1c(NC(=O)C2CC=CCC2C(=O)O)sc(C)c1CC (configuration not stated)	10	-7	-12	-5	0.3	7	-2	-4	6	-1
CCCCNC(=O)C[C@H]1C[C@@]2(C(=O)OC)C(=C[C@H](C3CCCC3)O[C@@H]2C)N(Cc2cccc3ccccc23)C1=O	-6	24*	6	nt	0.6	nt	0	6	0	-12
Cc1cccc(NC(=O)Nc2ccccc2C(=O)N2CCCC2)c1	0	0	0	nt	0.3	nt	1	0	-11	7
O=C(N/C(=C/c1ccccc1)C(=O)N1CCCCC1)c1ccco1	-5	-19	-2	-5	-0.7	2	8	-3	-4	7
COCCCNC(=S)N(CCO)Cc1cc2cc3c(cc2[nH]c1=O)OCCO3	-6	-269	-37	-8	2.5	7	-5	-91	-5	-4
O=C(CSc1nnc(CNc2ccc(Cl)cc2)o1)Nc1nc2ccccc2s1	-2	10	0	6	0.1	12	-5	-2	8	5
COC(=O)Nc1ncc(CN2C(=O)c3ccccc3C2=O)s1	-2	-7	-1	-1	-0.4	1	-1	-6	-4	3
CCOC(=O)c1ccc(NS(=O)(=O)c2cn(C)cn2)cc1	4	1	-3	2	0.6	11	-1	0	1	-8
NC(=O)c1ccsc1NC(=O)COC(=O)COc1ccccc1[N+](=O)[O-]	-5	-20	1	5	-0.8	11	0	1	3	-8
CCOC(=O)c1nc(NCc2ccccc2C)c2ccccc2n1	-7	-3	1	7	-0.3	2	5	-1	2	2
CC(C)OC(=O)CC1C(=O)NCCN1C(=S)NC(=O)c1ccccc1 (configuration not stated)	0	-3	1	3	-0.6	4	1	4	2	2
Cc1ccccc1NC(=O)Nc1ccccc1Br	0	3	0	8	1.0	0	0	2	-3	-1
O=C(CCNS(=O)(=O)c1ccccc1)N1CCOCC1	-2	-12	3	-7	0.0	-11	2	-4	10	3
O=C1NC[C@H](CCCCN2C[C@H](Cc3ccccc3)N(CCc3ccccc3)C(=O)C2=O)N(CCc2ccc(O)cc2)C1=O	-5	-15	1	1	0.7	6	-2	-6	-6	-2
CC(C)CCn1c(N2CCOCC2)nc2c1c(=O)n(CC(N)=O)c(=O)n2C	-1	2	2	9	-0.2	1	-6	-5	-10	-8

Ordered by value in Tn6 DDE FP (ascending): some entries from above
canonical_smiles,Tn6 DDE FP
Cc1ccc(C(=O)NCc2ccc(N3CCN(C)CC3)cc2)cc1C,-11
CC(C)CCn1c(N2CCOCC2)nc2c1c(=O)n(CC(N)=O)c(=O)n2C,-10
CCCCNC(=O)C[C@H]1C[C@@]2(C(=O)OC)C(=C[C@H](C3CCCC3)O[C@@H]2C)N(Cc2cccc3ccccc23)C1=O,0
NC(=O)c1ccsc1NC(=O)COC(=O)COc1ccccc1[N+](=O)[O-],3
CCOC(=O)c1c(NC(=O)C2CC=CCC2C(=O)O)sc(C)c1CC (configuration not stated),6
O=C(CSc1nnc(CNc2ccc(Cl)cc2)o1)Nc1nc2ccccc2s1,8
